Screening results from PubChem BioAssay.
ABCB1 block: blocks JC-1 efflux by human ABCB1 transporter; P08183; CCRF-Adr cells, flow cytometry; inhibition, % at 6.6 µM; 190,000 compounds, 0.067% hits; in the data active = inhibition above about 40%;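 note: 0% = vehicle and 100% = reference inhibitor; higher value means more JC-1 retained so stronger ABCB1 efflux block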
Mcl1-Noxa inh: disrupts binding of human Mcl-1 to Noxa peptide | Q07820 | inhibition, % at 21.7 µM | TR-FRET Mcl-1/Noxa peptide binding, 2 h | 220,000 compounds, 1.5% hits;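 active = compounds that cut the protein-peptide binding signal by more than 50% relative to plate controls in a single-dose test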;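 note: His-tagged Mcl-1 with rhodamine Noxa BH3 peptide and terbium anti-His antibody; 0% = Mcl-1 plus Noxa peptide wells and 100% = peptide-only wells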
Rac1 mut GTP: modulators of GTP binding to human Rac1 activated mutant. P63000. GST-Rac1 activated beads, fluorescent GTP binding, flow cytometry; actives lie on both sides; 100% means binding = to untreated wells. percent activity (GTP binding), % at 10 µM. 190,000 compounds, 0.11% hits. AID 764;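 active = GTP binding at least 20 percentage points away from the 100% baseline, in either direction, so actives lie on both sides; inconclusive = Compound likely fluorescent itself, or too few beads counted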
Cdc42 wt: human Cdc42 wildtype GTP binding change, either direction; GST-Cdc42 beads, Bodipy-GTP binding, flow cytometry; actives lie on both sides; AID 761; 190,000 compounds, 0.2% hits; percent activity (GTP binding), % at 10 µM; P60953;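 active = percent activity GTP binding at least 20 points away from the 100% baseline, either down as inhibitor or up as activator; inconclusive = compound flagged as likely green fluorescent from well-wide comparison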;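 note: median bead fluorescence of bound Bodipy-FL-GTP at 100 nM; 0% = excess unlabeled GTP control and 100% = no compound control; below 100% means less GTP binding so inhibitor and above means activator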
Target sequence (P60953 whole entry, looked up): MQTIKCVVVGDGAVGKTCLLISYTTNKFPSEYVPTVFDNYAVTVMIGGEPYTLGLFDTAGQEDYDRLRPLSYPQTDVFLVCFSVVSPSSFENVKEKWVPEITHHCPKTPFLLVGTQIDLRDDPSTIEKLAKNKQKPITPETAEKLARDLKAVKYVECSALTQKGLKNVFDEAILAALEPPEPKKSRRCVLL
Rac1 wt GTP bind: alters GTP binding to wildtype human Rac1. P63000. GST-Rac1 beads, fluorescent GTP binding, flow cytometry; actives lie on both sides; 0 = cold GTP competed, 100 = untreated. GTP binding activity (% of control), % at 10 µM. 190,000 compounds, 0.27% hits;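 active = GTP binding activity at least 20 points away from the 100% control level, either lower or higher; inconclusive = compound flagged as likely green fluorescent, judged across all proteins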
Rab2A wt mod: changes GTP binding to wildtype dog Rab2A, up or down. P61105. 190,000 compounds, 0.19% hits. GST-Rab2 wt beads, Bodipy-GTP binding, flow cytometry. GTP binding activity, % at 10 µM;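 active = GTP binding activity at least 20 points away from 100%, either lowered or raised; inconclusive = signal likely due to the compound's own green fluorescence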;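 note: 0% = beads with excess unlabeled GTP and 100% = no-compound control corrected for plate trend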
HRas wt GTP: changes GTP binding to wildtype human HRas; P01112; GST-Ras wt beads, Bodipy-FL-GTP binding, flow cytometry; actives lie on both sides; GTP binding activity, % at 10 µM; 190,000 compounds, 0.14% hits; AID 759;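 active = GTP binding activity at least 20% away from the 100% baseline, either lowered as inhibitor or raised as activator; inconclusive = flagged as likely green fluorescent, judged across all proteins in the well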;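 note: 0% = unlabeled GTP competition control and 100% = no-compound control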
Target sequence (P01112 whole entry, looked up): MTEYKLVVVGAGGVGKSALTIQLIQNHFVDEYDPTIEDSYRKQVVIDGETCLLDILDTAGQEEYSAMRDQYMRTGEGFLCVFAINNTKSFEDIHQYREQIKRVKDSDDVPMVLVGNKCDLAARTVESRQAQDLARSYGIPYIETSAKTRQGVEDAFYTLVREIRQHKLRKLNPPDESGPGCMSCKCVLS
Rab7 wt modul: modulators of GTP binding to dog Rab7 wildtype GTPase. GST-Rab7 beads, fluorescent GTP binding, flow cytometry; actives lie on both sides; untreated = 100%, excess cold GTP = 0%. GTP binding activity (percent of control), % at 10 µM. 190,000 compounds, 0.055% hits;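 active = fluorescent GTP binding to Rab7 beads changed by at least 20 points from the 100% baseline, either direction, mostly lower; inconclusive = compound itself probably fluorescent, or too few beads counted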;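 note: median green fluorescence of bound Bodipy-FL-GTP per Rab7 bead population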
Avidin bead fluor: avidin bead compound fluorescence profile. Avidin beads, compound fluorescence 488/530 nm, flow cytometry; hits give high values. fluorescence (KMESF) at 10 µM. 220,000 compounds, 0.38% hits. AID 1775; in the data active = fluorescence above about 47; note: inactives centre near 10
ABCG2 inh: inhibitors of human ABCG2 transporter, ABCB1 counter-screen; Q9UNQ0; IgMXP3 cells, JC-1 efflux, flow cytometry; inhibition, % at 6.6 µM; 190,000 compounds, 0.1% hits; AID 1325;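 active = inhibition above 80%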;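 note: 0% = DMSO and 100% = nicardipine control wells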
Target sequence (Q9UNQ0 whole entry, looked up): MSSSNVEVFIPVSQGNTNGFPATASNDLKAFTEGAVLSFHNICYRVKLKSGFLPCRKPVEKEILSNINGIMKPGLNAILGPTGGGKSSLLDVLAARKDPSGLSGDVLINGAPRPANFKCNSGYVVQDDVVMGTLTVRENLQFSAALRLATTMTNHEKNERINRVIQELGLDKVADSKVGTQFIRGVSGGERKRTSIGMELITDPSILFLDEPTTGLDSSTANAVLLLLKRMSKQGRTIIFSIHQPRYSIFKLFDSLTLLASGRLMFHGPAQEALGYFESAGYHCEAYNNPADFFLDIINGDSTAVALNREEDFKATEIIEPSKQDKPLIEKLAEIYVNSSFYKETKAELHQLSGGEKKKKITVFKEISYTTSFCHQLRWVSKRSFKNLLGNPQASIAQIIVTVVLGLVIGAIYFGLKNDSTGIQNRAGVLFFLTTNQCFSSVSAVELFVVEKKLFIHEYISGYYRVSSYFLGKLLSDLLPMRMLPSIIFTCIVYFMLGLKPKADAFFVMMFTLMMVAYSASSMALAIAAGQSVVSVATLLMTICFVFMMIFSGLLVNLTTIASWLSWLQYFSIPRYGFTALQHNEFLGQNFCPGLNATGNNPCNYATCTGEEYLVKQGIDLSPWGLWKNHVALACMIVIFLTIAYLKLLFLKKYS
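Test system: ABCG2 IgMXP3 and barcoded ABCB1 CCRF-Adr cell mix; Schedule: cells with compound and JC-1, 10 min at 25 °C, rotating, no wash; Technique: flow cytometry of retained JC-1 fluorescence; Measure: % inhibition of efflux relative to nicardipine and DMSO; Controls: nicardipine high and DMSO low controls.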
Pf gamet viab: kills late stage P. falciparum gametocytes; P. falciparum stage V gametocytes, ATP luminescence, 24 h; inhibition, % at 10.9 µM; 150,000 compounds, 0.065% hits; AID 743093;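 active = inhibition above the mean plus 3 SD of compounds within the control limits, set per campaign, cut at about 38% in these data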;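 note: 0% = DMSO wells and 100% = medium only without gametocytes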
The depositor's hits bear a star; ? = inconclusive; . = no result given.

Structure,ABCB1 block,Mcl1-Noxa inh,Rac1 mut GTP,Cdc42 wt,Rac1 wt GTP bind,Rab2A wt mod,HRas wt GTP,Rab7 wt modul,Avidin bead fluor,ABCG2 inh,Pf gamet viab
Cc1ccc2cc(CNC(C)(C)C)c(=O)[nH]c2c1,1.1,-9,93,92,92,93,95,91,26,10,.
Cc1ccc(/C=C2/SC(=S)N(CCCC(=O)Nc3ccc(O)cc3)C2=O)cc1,-1.3,4,94,92,97,97,96,98,7,-1,-18
CCOc1ccccc1NC(=O)C(Sc1ccccc1)c1ccccc1 (centres undefined),1.1,-13,98,97,97,100,98,101,11,7,14
N#C/C(C(=O)Oc1ccccc1)=C1/Nc2ccccc2-c2ccccc21,0.3,-21,98,100,100,97,98,97,10,0,4
COc1ccc(NC(=O)N(Cc2cc3ccc(OC)cc3[nH]c2=O)CC2CCCO2)cc1 (centres undefined),0.4,3,98,95,101,95,93,95,10,2,-7
COc1ccc(S(=O)(=O)N2Cc3ccccc3CC2C(=O)Nc2ccc(O)cc2)cc1OC (centres undefined),0.7,28,95,94,94,96,96,100,3,2,.
O=C(Nc1ccccc1N1CCOCC1)c1ccccc1NS(=O)(=O)c1ccc(F)c(F)c1,1.6,3,99,104,105,103,102,102,13,4,-11
O=C1/C(=C/c2cccnc2)CCc2c1[nH]c1ccccc21,2.8,12,95,94,98,100,98,106,2,3,-52
COc1ccc(NC(=O)c2c[nH]c(=O)n(-c3ccc(C)c(C)c3)c2=O)cc1OC,3.5,-3,90,91,93,95,94,101,7,6,.
Cn1c(CNc2ccc(Cl)cc2)nc2ccccc21,0.5,-5,90,88,92,91,90,90,11,4,-1
Cn1c(=O)n(C)c2cc(NC(=O)c3cc4ccccc4o3)ccc21,1.3,.,94,93,89,93,94,95,10,15,.
CC(C)c1ccc(-n2cnn(-c3ncccc3[N+](=O)[O-])c2=O)cc1,0.3,-1,93,94,95,97,94,102,10,3,.
O=c1c2cc(Cl)ccc2nc(-c2ccc([N+](=O)[O-])cc2)n1O,-0.2,-1,91,95,95,96,92,94,9,2,-13
CCN(c1cccc(C)c1)S(=O)(=O)c1c(C)[nH]c(=O)[nH]c1=O,0.1,2,99,101,102,98,100,97,6,0,.
CN(C)CCNC(=O)NC(=O)c1ccc(Cl)cc1,0.6,8,99,103,106,100,102,102,5,4,-7
CC1(Cc2ccc3c(c2)OCO3)NC(=O)NC1=O (centres undefined),-0.5,4,97,102,102,100,101,104,17,-3,0
O=C(CCC(=O)NC1CC1)Nc1nnc(C2CCCCC2)s1,0.1,-7,101,99,99,101,100,100,22,2,.
Cc1nnc(N/N=C/c2c(Cl)cccc2Cl)n1N,0.5,22,91,94,92,93,92,90,9,0,.
N#CCCN(C(=O)COc1ccc(F)cc1Br)c1ccccc1F,-0.2,-20,92,92,91,99,97,100,16,-1,22
Cc1noc(C)c1COc1ccc(C(=O)OCC(=O)Nc2ccc3ccccc3c2)cc1,0.2,-3,92,95,95,93,96,97,14,2,3
O=C(Nc1cccnc1)c1ccc(Cl)c(S(=O)(=O)N2CCc3ccccc32)c1,-0.2,10,94,95,92,93,91,92,62*,-1,.
CC(C)COc1ccc(/C=C2/Sc3ccccc3C2=O)cc1,0.5,-8,95,95,96,94,96,95,8,-1,-10
CCOc1ccc(OCCSc2nc3ccccc3c(=O)[nH]2)cc1,-0.8,-21,94,94,97,96,97,99,13,8,15
Cc1ccc(-c2nn3c(C)nnc3c3ccccc23)cc1S(=O)(=O)NCCN1CCOCC1,0.5,-7,98,100,99,98,98,96,11,3,.
Cc1ccc(S(=O)(=O)N2CCN(c3ccc([N+](=O)[O-])c(NCCN4CCOCC4)c3)CC2)cc1,1.0,-9,100,101,100,100,102,105,10,3,10
COc1cccc(Nc2ncnc3c2cnn3-c2cccc(C)c2)c1,0.2,18,99,99,106,101,99,101,8,50,9
Clc1ccc(Oc2ncnc3oc(-c4ccccc4)cc23)cc1,0.0,-5,100,99,100,102,101,97,6,0,-18
CCCCCCCC(=O)OC(CN1CCCCC1)CN1CCCC1=O (centres undefined),0.5,-2,97,99,100,97,99,97,13,1,-32
CCc1nnc(NC(=O)CCC(=O)NC2CCCc3ccccc32)s1 (centres undefined),0.4,-1,102,104,108,104,104,100,9,0,-11
CCOC(=O)C(C)Sc1nc2ccccc2c(=O)n1CC1CCCCC1 (centres undefined),0.7,3,98,103,106,101,100,100,11,4,0
CC(/C=C1\SC(=S)N(NC(=O)c2ccc(O)cc2)C1=O)=C\c1ccccc1,-0.1,15,91,94,90,92,92,97,17,-1,0
CCCCOc1ccc(C(=O)Nc2cccc(C)n2)cc1,0.0,11,102,102,106,102,103,100,8,0,-3
CCCN(CCC)S(=O)(=O)c1ccc(C(=O)Nc2nnc(CSC)o2)cc1,-1.6,-60,92,91,94,93,91,88,4,11,.
CCN(c1ccccc1)S(=O)(=O)c1ccc(C(=O)Nc2nnc(-c3ccco3)o2)cc1,-1.9,-28,93,93,95,94,95,103,4,-3,.
O=C(Cn1cc(C(=O)C2CC2)c2ccccc21)NC1CCCC1,0.1,11,95,99,97,96,99,99,33,1,10
COc1cccc(CC2(CO)CCCN(S(=O)(=O)N(C)C)C2)c1 (centres undefined),0.3,6,96,98,97,97,97,97,9,2,9
CN(C)CCCNC(=O)c1cc(C(=O)c2ccc(F)cc2)c[nH]1,-0.3,5,93,95,97,99,98,104,11,0,-7
C=CCn1c(SCc2ccc(C(=O)Nc3ccccc3)cc2)nnc1-c1ccccc1,0.8,6,?,?,?,?,?,?,33,1,.
CCn1c(=O)cc(SCC(=O)N2CCN(c3ccccn3)CC2)c2ccccc21,2.0,6,93,96,94,92,95,91,10,7,.
O=C(COc1ccc(Cl)cc1)NCc1nnc(SCC(=O)Nc2ccc(F)cc2F)o1,-0.9,5,95,98,99,99,97,106,6,0,27

An excerpt from above in order of molar mass, highest first:
Structure,ABCB1 block,Mcl1-Noxa inh,Rac1 mut GTP,Cdc42 wt,Rac1 wt GTP bind,Rab2A wt mod,HRas wt GTP,Rab7 wt modul,Avidin bead fluor,ABCG2 inh,Pf gamet viab
C=CCn1c(SCc2ccc(C(=O)Nc3ccccc3)cc2)nnc1-c1ccccc1,0.8,6,?,?,?,?,?,?,33,1,.
CCn1c(=O)cc(SCC(=O)N2CCN(c3ccccn3)CC2)c2ccccc21,2.0,6,93,96,94,92,95,91,10,7,.
Clc1ccc(Oc2ncnc3oc(-c4ccccc4)cc23)cc1,0.0,-5,100,99,100,102,101,97,6,0,-18

Later entries.
Structure,ABCB1 block,Mcl1-Noxa inh,Rac1 mut GTP,Cdc42 wt,Rac1 wt GTP bind,Rab2A wt mod,HRas wt GTP,Rab7 wt modul,Avidin bead fluor,ABCG2 inh,Pf gamet viab
Cc1ccc(/C(O)=C2\C(=O)C(=O)N(Cc3cccnc3)C2c2ccccc2[N+](=O)[O-])cc1 (centres undefined),0.2,18,101,103,102,101,101,102,2,4,.
O=C(NCC1CCCO1)c1cccc(N2C(=O)C3C4C=CC(C4)C3C2=O)c1 (centres undefined),0.7,9,96,104,98,101,98,96,11,2,.
Cc1ccc(/C=C/c2nnc(-c3cccc(C)c3)o2)cc1,0.3,14,83,86,86,83,88,89,13,9,.
O=C(COC(=O)/C=C/c1nc2ccccc2s1)Nc1ccccc1Oc1ccccc1,0.8,15,93,94,94,91,94,95,13,20,-8
COCCNC(C(=O)Nc1ccc([N+](=O)[O-])cc1Br)c1ccccc1 (centres undefined),1.4,13,102,101,98,100,102,99,14,19,-14
CC1(C)CC(=O)c2cc(C(=O)N3CCN(CCO)CC3)c(=O)n(-c3ccc(Cl)cc3)c2C1,0.0,17,94,95,91,93,93,89,25,0,.
O=C(NCCc1ccccc1F)[C@@H]1CSC2c3ccccc3C(=O)N21 (some centres undefined),0.4,-5,101,105,108,100,103,102,7,0,15
Cc1cccc(OCCC(=O)Nc2ccc(F)c(F)c2)c1,1.2,2,95,94,95,95,96,95,8,33,0
COc1ccc2c(c1OC)C(=O)N1c3ccccc3N=C(c3ccc([N+](=O)[O-])cc3)CC21 (centres undefined),2.1,33,97,100,104,100,102,100,9,15,-9
O=C(Nc1cccc(O)c1)C1CCCN1C(=O)OCc1ccccc1 (centres undefined),0.8,19,101,109,112,104,103,98,6,3,11
COc1cc(C2NC(=O)NC(C)=C2C(=O)OCC2CCCO2)cc(OC)c1OC (centres undefined),0.0,-9,96,100,102,98,98,95,12,3,8
CN1c2ccsc2C(O)=C(C(=S)Nc2ccccc2)S1(=O)=O,-1.7,20,98,101,102,99,98,96,18,-18,.
CCC(=O)N1CCN=C1SCc1ccccc1,0.2,22,99,98,102,100,99,102,7,1,.
O=C(Nc1cccc(Cl)c1)N(CCCN1CCOCC1)Cc1ccccc1F,-0.5,4,99,102,106,101,100,99,14,18,.
O=C(NCc1ccc(F)cc1)c1ccc(Br)o1,0.1,16,92,95,96,100,98,106,10,0,-5
CCN(CC)C(=O)Cn1cc(C(=O)C2CC2)c2ccccc21,0.5,18,101,100,102,98,98,94,13,7,-23
Cc1ccc(C)c(N(C)S(=O)(=O)c2cccc3nsnc23)c1,1.0,9,99,101,103,99,99,98,24,27,1
COc1cccc2c1C(=O)C=C(C)C2=O,0.4,20,93,97,97,93,94,95,11,33,-1
CN(CC(=O)NCc1ccco1)S(=O)(=O)c1cccc2cccnc12,0.9,8,99,104,104,101,101,98,14,5,.
O=C(Nc1ccc(C(F)(F)F)cc1)c1cnc(N2CCN(c3ccccn3)CC2)c2ccccc12,0.1,-1,97,97,100,98,97,95,10,1,6
CCC(C)NC(=O)CSc1nnc(-c2ccc(C(C)(C)C)cc2)n1C (centres undefined),0.7,-9,97,97,98,99,101,99,14,2,.
Cn1c(=O)oc2cc(S(=O)(=O)NCCC(=O)N3CCc4ccccc43)ccc21,0.2,6,99,99,102,100,100,102,25,2,.
Cc1noc(C)c1COC(=O)c1cnc(Cl)c(Cl)c1,-1.0,-11,94,98,96,94,95,101,12,2,.
COc1ccc(-c2nnc(CSc3nnc(-c4ccncc4)n3C3CCCCC3)o2)cc1OC,0.8,-7,99,103,106,102,103,104,18,4,11
CNc1c(C(=O)O)ccc2c1C(=O)c1ccccc1C2=O,-0.4,-14,95,97,102,96,95,97,16,22,-32
Cc1ccc2nc(SCC(=O)Nc3cccc(S(=O)(=O)N(C)C)c3)[nH]c2c1,0.4,3,99,99,102,99,101,98,13,7,4
